Screens as filed in PubChem BioAssay.
CHOP inh: CHOP inhibition in unfolded protein response; AID 2732; 220,000 compounds, 3.8% hits; inhibition, % at 10 µM; CHO-K1 CHOP-promoter luciferase, tunicamycin-induced, 15-18 h;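 active = compounds that reduced the stress-induced luciferase reporter signal by more than about 70% of percent inhibition, limit read from the data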;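 also: 0% = tunicamycin plus vehicle and 100% = wells without tunicamycin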
S1P4 ag: human S1P4 receptor agonism; S1P4-expressing cell line, agonist reporter assay; AID 1509; activation, % at 4.98 µM; O95977; 220,000 compounds, 0.35% hits; in the data active = activation above about 11%;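 also: 0% = DMSO vehicle and 100% = reference agonist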
S1P4 antag: blocks the human S1P4 receptor; O95977; S1P4-expressing cells, antagonist mode, reporter read-out; inhibition, % at 4.98 µM; 220,000 compounds, 0.26% hits; in the data active = inhibition above about 29%;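 also: 0% = wells stimulated with agonist and 100% = vehicle wells without agonist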
TRPML3 ag: activates the human TRPML3 channel; Q8TDD5; HEK293 TRPML3-YFP, Fluo-8 calcium fluorescence; 100% = the carbachol control signal; activation, % at 3 µM; 220,000 compounds, 0.29% hits; AID 1448;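 active = activation above its plate's cutoff, the mean activation of the plate's test wells plus 3 SD, cut at about 12% in these data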;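 also: 0% = DMSO only wells and 100% = carbachol wells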
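Test system – HEK293 line with stable expression of human TRPML3-YFP channel · Control set – carbachol 87 µM final as high control (100%), DMSO as low control (0%) · Signal – Fluo-8 calcium dye fluorescence, ex 470-495, em 515-575 nm · Incubation – 1-h 37 °C dye load, 5-s basal, 120-s post-compound reads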
NPY-Y2 PAM-ag: potentiates or activates human NPY-Y2 receptor; cells expressing NPY-Y2, potentiator/agonist read-out; 220,000 compounds, 0.45% hits; activation, % at 3.6 µM; P49146; in the data active = activation above about 27%;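 also: cells stimulated with NPY near EC25 plus isoproterenol at EC100; 0% = vehicle plus submaximal agonist and 100% = vehicle plus saturating agonist; some results beyond the cut were filed as inactive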
TRPN1 ag: zebrafish TRPN1 (NompC) channel agonism; AID 1424; activation, % at 3 µM; 220,000 compounds, 0.18% hits; HEK293 zebrafish TRPN1-YFP, Fluo-8 calcium fluorescence; 100% = response to 87 µM carbachol;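 active = activation above its plate's cutoff, the mean activation of test wells on that plate plus 3 SD, cut at about 19% in these data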;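 also: 0% = DMSO alone and 100% = 87 µM carbachol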
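Material – zebrafish TRPN1-YFP in HEK293 cells · Doses – 3 µM single point · Schedule – dye 1 h 37 °C plus 30 min RT · Signal – Fluo-8 calcium fluorescence, excitation 470-495 nm, emission 515-575 nm · Read-out – % activation versus carbachol response · Control set – carbachol high, DMSO low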
EP2 modulator: EP2 receptor (human) modulation. EP2-expressing cells, cAMP HTRF FRET, PGE2 co-stimulation. P43116. AID 940. induction, % at 25 µM. 260,000 compounds, 0.83% hits;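 active = compounds whose cAMP rise, as percent of the full-agonist control response, exceeds 60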;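 also: rat C6 glioma line stably carrying human EP2 under a CMV promoter; the protocol text gives 20 µM as final concentration; 100% = response of wells given 1 µM PGE2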
Target sequence (P43116 whole entry, looked up): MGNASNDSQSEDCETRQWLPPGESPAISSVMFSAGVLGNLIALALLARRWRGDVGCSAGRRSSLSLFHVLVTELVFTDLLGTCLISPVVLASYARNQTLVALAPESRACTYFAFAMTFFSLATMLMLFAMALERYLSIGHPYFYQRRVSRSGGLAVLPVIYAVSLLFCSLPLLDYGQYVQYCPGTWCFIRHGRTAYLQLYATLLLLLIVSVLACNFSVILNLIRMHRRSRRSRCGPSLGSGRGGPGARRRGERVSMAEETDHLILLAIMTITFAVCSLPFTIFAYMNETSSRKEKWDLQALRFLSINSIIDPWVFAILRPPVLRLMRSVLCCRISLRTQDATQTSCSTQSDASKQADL
NPY-Y1 PAM-ag: human NPY-Y1 potentiation or agonism, primary screen. P25929. NPY-Y1 expressing cells, potentiator/agonist activation. activation, % at 3.6 µM. AID 1304. 220,000 compounds, 0.37% hits; in the data active = activation above about 33%, passing the limit was not always enough;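 also: cells stimulated with NPY at EC10 then isoproterenol at EC100; 0% = low agonist plus stimulus and 100% = saturating agonist plus stimulus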
Target sequence (P25929 whole entry, looked up): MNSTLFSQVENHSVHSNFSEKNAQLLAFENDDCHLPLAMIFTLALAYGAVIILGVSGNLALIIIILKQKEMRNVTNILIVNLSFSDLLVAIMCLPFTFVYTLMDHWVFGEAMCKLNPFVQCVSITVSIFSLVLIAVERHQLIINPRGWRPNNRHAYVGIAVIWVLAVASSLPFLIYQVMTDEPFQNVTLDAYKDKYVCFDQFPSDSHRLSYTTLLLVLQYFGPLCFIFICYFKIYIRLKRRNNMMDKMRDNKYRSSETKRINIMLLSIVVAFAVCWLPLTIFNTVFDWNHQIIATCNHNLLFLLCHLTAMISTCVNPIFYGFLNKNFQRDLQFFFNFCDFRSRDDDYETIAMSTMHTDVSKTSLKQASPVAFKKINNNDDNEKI
NPY Y1 blocker: antagonists of human neuropeptide Y receptor Y1; P25929; HEK293-CNG Y1 cells, membrane potential fluorescence; NPY at EC95, then isoproterenol; inhibition, % at 3.6 µM; 200,000 compounds, 1% hits; AID 1040;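 active = inhibition above the campaign mean inhibition of all tested compounds plus 3 SD, cut at about 20% in these data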;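 also: 0% = DMSO wells given NPY plus isoproterenol and 100% = isoproterenol alone without NPY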
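Assay system: HEK293 Y1/CNG channel cell line; Doses: single compound dose of 3.6 µM, 0.4% DMSO; Timing: dye 3 h, compound 60 min room temperature, stimulation 45 min; Technique: Membrane-potential fluorescent dye readout; Measure: % inhibition of NPY effect.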
Starred values were filed as active, the others as inactive; & = joins results of further samples. Rows are unselected (roughly 6.5% active in at least one column).

Results for Cc1nc(C(F)(F)F)nc(Nc2ccc(N=Nc3ccccc3)cc2)c1C#N ?
CHOP inh: 5; S1P4 ag: 1.6; S1P4 antag: 2; TRPML3 ag: 0.4; NPY-Y2 PAM-ag: 6; TRPN1 ag: 2.1; EP2 modulator: 12; NPY-Y1 PAM-ag: -2; NPY Y1 blocker: -1

Results for Cc1ccc(C)n1-n1c(C)nc2sc3c(c2c1=O)CCCCC3 ?
CHOP inh: 79*; S1P4 ag: 2.0; S1P4 antag: -8; TRPML3 ag: -0.2; NPY-Y2 PAM-ag: -14; TRPN1 ag: -1.2; EP2 modulator: 31; NPY-Y1 PAM-ag: -19; NPY Y1 blocker: 5

Results for CCCNC(=O)c1cccc(COCC(F)(F)F)c1 ?
CHOP inh: 14; S1P4 ag: 0.5; S1P4 antag: -14; TRPML3 ag: 0.1; NPY-Y2 PAM-ag: -7; TRPN1 ag: 0.5; EP2 modulator: -3; NPY-Y1 PAM-ag: 22; NPY Y1 blocker: -1

What do the screens show for `Cc1ccc(S(=O)(=O)N2CCN(c3ccnc4cc(Cl)ccc34)CC2)cc1C`?
CHOP inh: 34; S1P4 ag: 0.4; S1P4 antag: -2; TRPML3 ag: 1.3; NPY-Y2 PAM-ag: -13; TRPN1 ag: -2.0; EP2 modulator: -59; NPY-Y1 PAM-ag: -20; NPY Y1 blocker: -1

What do the screens show for `CC(C)(C)OC(=O)N1CCC[C@H]1c1nnc(SCC(=O)Nc2cccc(Cl)c2)o1`?
CHOP inh: -12; S1P4 ag: 0.1; S1P4 antag: 11; TRPML3 ag: 0.3; NPY-Y2 PAM-ag: 4; TRPN1 ag: 1.4; EP2 modulator: -15; NPY-Y1 PAM-ag: 1

What do the screens show for `COc1cc(C(=O)OC2CC3CCC2(C)C3(C)C)ccc1OC(C)=O` (stereo not given)?
CHOP inh: 4; S1P4 ag: 1.5; S1P4 antag: 8; TRPML3 ag: 0.5; NPY-Y2 PAM-ag: -18; TRPN1 ag: -0.9; EP2 modulator: 47; NPY-Y1 PAM-ag: -3; NPY Y1 blocker: -1

Results for COc1ccc(N(CC(=O)NC2CCCCC2)S(=O)(=O)c2c(C)[nH]c(=O)[nH]c2=O)cc1 ?
CHOP inh: -7; S1P4 ag: -2.6; S1P4 antag: -28; TRPML3 ag: 0.2; NPY-Y2 PAM-ag: -9; TRPN1 ag: 0.6; EP2 modulator: 5; NPY-Y1 PAM-ag: -15; NPY Y1 blocker: 3

What do the screens show for `COc1ccc(-c2csc(Nc3ccc(S(N)(=O)=O)cc3)n2)cc1`?
CHOP inh: 26; S1P4 ag: -0.6; S1P4 antag: -7; TRPML3 ag: 0.1; NPY-Y2 PAM-ag: 13; TRPN1 ag: 0.6; EP2 modulator: -19; NPY-Y1 PAM-ag: 10; NPY Y1 blocker: -3

Results for COc1nc(NC(C)=O)nc(C)c1Br ?
CHOP inh: -7; S1P4 ag: -1.4; S1P4 antag: -30; TRPML3 ag: 1.0; NPY-Y2 PAM-ag: 1; TRPN1 ag: -1.3; EP2 modulator: 26; NPY-Y1 PAM-ag: 11; NPY Y1 blocker: -1

Results for CCc1cc2c(=O)n3c(nc2s1)-c1[nH]c2ccc(OC)cc2c1CC3 ?
CHOP inh: -5; S1P4 ag: 2.0; S1P4 antag: -6; TRPML3 ag: 1.3; NPY-Y2 PAM-ag: 11; TRPN1 ag: 0.8; EP2 modulator: 17; NPY-Y1 PAM-ag: -18; NPY Y1 blocker: 10

Results for CC(C)(C)C1C/C(=C/c2ccco2)C(=O)/C(=C/c2ccco2)C1 (stereo not given) ?
CHOP inh: 108*; S1P4 ag: 0.8; S1P4 antag: -8; TRPML3 ag: 1.0; NPY-Y2 PAM-ag: -5; TRPN1 ag: 2.5; EP2 modulator: 49; NPY-Y1 PAM-ag: -4; NPY Y1 blocker: 3

Results for CCOC(=O)c1sc2ccc(S(=O)(=O)N3CC(C)CC(C)C3)cc2c1N (stereo not given) ?
CHOP inh: 56; S1P4 ag: 1.2; S1P4 antag: 12; TRPML3 ag: 0.4; NPY-Y2 PAM-ag: -6; TRPN1 ag: -1.5; EP2 modulator: 26; NPY-Y1 PAM-ag: -18; NPY Y1 blocker: -1

What do the screens show for `O=C(CSc1nc2c(c(=O)n1-c1ccccc1)SCC2)NCC1CCCO1` (stereo not given)?
CHOP inh: 12; S1P4 ag: -0.3; S1P4 antag: 3; TRPML3 ag: 0.6; NPY-Y2 PAM-ag: 0; TRPN1 ag: -0.2; EP2 modulator: -6; NPY-Y1 PAM-ag: 3

What do the screens show for `COc1ccc(S(=O)(=O)CCC(=O)NCCc2ccc(Cl)cc2)cc1`?
CHOP inh: -13; S1P4 ag: -0.5; S1P4 antag: 10; TRPML3 ag: 0.5; NPY-Y2 PAM-ag: 4; TRPN1 ag: -0.7; EP2 modulator: -3; NPY-Y1 PAM-ag: 3; NPY Y1 blocker: 2

Results for COC(=O)C(C)NC(=O)C(C)NC(=O)OCc1ccccc1 (stereo not given) ?
CHOP inh: 43; S1P4 ag: 1.1; S1P4 antag: -6; TRPML3 ag: 1.3; NPY-Y2 PAM-ag: 7; TRPN1 ag: -1.1; EP2 modulator: 20; NPY-Y1 PAM-ag: 13; NPY Y1 blocker: -3

How did CCOC(=O)c1ccc2ncc(C(=O)OCC)c(NCCCN3CCOCC3)c2c1 do in these assays?
CHOP inh: -1; S1P4 ag: 1.8; S1P4 antag: -18; TRPML3 ag: -0.2; NPY-Y2 PAM-ag: -2; TRPN1 ag: 0.9; EP2 modulator: 35; NPY-Y1 PAM-ag: -15; NPY Y1 blocker: 5

Results for Cc1ccc(S(=O)(=O)NCCC(c2ccc(F)cc2)c2ccco2)cc1 (stereo not given) ?
CHOP inh: 47; S1P4 ag: 0.3; S1P4 antag: -19; TRPML3 ag: 0.6; NPY-Y2 PAM-ag: 12; TRPN1 ag: -0.7; EP2 modulator: 58; NPY-Y1 PAM-ag: 31; NPY Y1 blocker: 0

What do the screens show for `Nc1c(C(=O)C2CC2)sc2nc(-c3cccs3)cc(C(F)(F)F)c12`?
CHOP inh: 39; S1P4 ag: -2.8; S1P4 antag: 10; TRPML3 ag: 0.8; NPY-Y2 PAM-ag: -7; TRPN1 ag: 1.1; EP2 modulator: 23; NPY-Y1 PAM-ag: -8; NPY Y1 blocker: 8

Results for COc1ccc(NC(=O)CN(Cc2ccccc2)Cc2ccccc2)cc1S(N)(=O)=O ?
CHOP inh: 19; S1P4 ag: 0.5; S1P4 antag: -19; TRPML3 ag: 0.3; NPY-Y2 PAM-ag: 5; TRPN1 ag: -0.3; EP2 modulator: 4; NPY-Y1 PAM-ag: -14; NPY Y1 blocker: 3

What do the screens show for `Cc1ccc(C)c(C(=O)NCCN(C)C)c1`?
CHOP inh: -17; S1P4 ag: -0.1; S1P4 antag: -10; TRPML3 ag: 0.2; NPY-Y2 PAM-ag: -3; TRPN1 ag: 0.3; EP2 modulator: -4; NPY-Y1 PAM-ag: -11; NPY Y1 blocker: -1

What do the screens show for `Cc1nn(-c2ccccc2)c(Cl)c1C(=O)NCC(=O)O`?
CHOP inh: 6; S1P4 ag: 0.6; S1P4 antag: 2; TRPML3 ag: 0.1; NPY-Y2 PAM-ag: 2; TRPN1 ag: 1.6; EP2 modulator: -3; NPY-Y1 PAM-ag: 3; NPY Y1 blocker: -7

How did O=c1[nH]c2cc3c(cc2cc1CN(CC1CCCO1)S(=O)(=O)c1ccccc1)OCCO3 (stereo not given) do in these assays?
CHOP inh: 27; S1P4 ag: 1.6; S1P4 antag: -18; TRPML3 ag: 1.0; NPY-Y2 PAM-ag: 2; TRPN1 ag: 0.9; EP2 modulator: -9&-12; NPY-Y1 PAM-ag: 4; NPY Y1 blocker: -4

How did CNC(=O)C(=O)N/N=C/c1ccccn1 do in these assays?
CHOP inh: -30; S1P4 ag: 0.0; S1P4 antag: 7; TRPML3 ag: 0.0; NPY-Y2 PAM-ag: -19; TRPN1 ag: 1.1; EP2 modulator: -4; NPY-Y1 PAM-ag: -17; NPY Y1 blocker: -8

How did CCOC(=O)N1CCC(NC(=O)CCC(=O)N2CCOc3ccc(C)cc32)CC1 do in these assays?
CHOP inh: 54; S1P4 ag: -0.6; S1P4 antag: 1; TRPML3 ag: 0.4; NPY-Y2 PAM-ag: 10; TRPN1 ag: 0.1; EP2 modulator: -16; NPY-Y1 PAM-ag: 17; NPY Y1 blocker: 3

How did C=CCn1c(-c2cccnc2Cl)nc2ccccc21 do in these assays?
CHOP inh: 30; S1P4 ag: 0.1; S1P4 antag: 18; TRPML3 ag: 0.6; NPY-Y2 PAM-ag: 10; TRPN1 ag: 0.7; EP2 modulator: 6; NPY-Y1 PAM-ag: 21; NPY Y1 blocker: 6

Results for Cc1ccc(S(=O)(=O)N2CCSC2=Nc2ccccc2)cc1 ?
CHOP inh: 3; S1P4 ag: 2.1; S1P4 antag: -22; TRPML3 ag: -1.3; NPY-Y2 PAM-ag: 0; TRPN1 ag: -3.3; EP2 modulator: 7; NPY-Y1 PAM-ag: 1

Results for CCc1[nH]nc2c1C(Cc1ccccc1)C(C#N)=C(N)O2 (stereo not given) ?
CHOP inh: 64; S1P4 ag: 3.0; S1P4 antag: -4; TRPML3 ag: 0.1; NPY-Y2 PAM-ag: 1; TRPN1 ag: -0.3; EP2 modulator: -14; NPY-Y1 PAM-ag: -20; NPY Y1 blocker: 3

What do the screens show for `CN(C)S(=O)(=O)c1cccc(NC(=O)CSc2nnnn2-c2ccccc2)c1`?
CHOP inh: 21; S1P4 ag: 0.9; S1P4 antag: -13; TRPML3 ag: 1.6; NPY-Y2 PAM-ag: -14; TRPN1 ag: 6.0; EP2 modulator: -27; NPY-Y1 PAM-ag: 11

How did C/C(N)=C(/C#N)C(=O)COC(=O)COc1ccc(Cl)cc1 do in these assays?
CHOP inh: 9; S1P4 ag: 0.9; S1P4 antag: -19; TRPML3 ag: 0.4; NPY-Y2 PAM-ag: 1; TRPN1 ag: 0.5; EP2 modulator: 18; NPY-Y1 PAM-ag: -10; NPY Y1 blocker: 6

How did CCOC(=O)C1(C/C(C)=N/NC(N)=O)CC(C)OC1=O (stereo not given) do in these assays?
CHOP inh: 23; S1P4 ag: 1.4; S1P4 antag: -19; TRPML3 ag: 0.5; NPY-Y2 PAM-ag: 2; TRPN1 ag: 1.8; EP2 modulator: 28; NPY-Y1 PAM-ag: 6; NPY Y1 blocker: -1

What do the screens show for `O=C(N1CCOCC1)N1CCN(C(=O)N(c2ccccc2)c2ccccc2)CC1`?
CHOP inh: 8; S1P4 ag: 0.9; S1P4 antag: -6; TRPML3 ag: 1.0; NPY-Y2 PAM-ag: 4; TRPN1 ag: 0.3; EP2 modulator: 24; NPY-Y1 PAM-ag: -9; NPY Y1 blocker: -2
